# Screening results (PubChem BioAssay)
# TLR4-MyD88 BLA – inhibitors of human TLR4-MyD88 binding | O00206+Q99836 | AID 861 | HeLa CL3-4 TLR4/MyD88 BLA complementation, FRET ratio | actives 0.18% (n = 200,000) | inhibition, % at 8.4 µM; in the data active means inhibition above about 25%;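 further: 0% = vehicle and 100% = reference inhibitor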
# bIAP activator – increases bovine intestinal alkaline phosphatase activity. purified bovine IAP, CDP-star luminescence, 30 min; stronger effect = higher value; fold of DMSO-control signal, blank-subtracted. activation factor at 20 µM. actives 0.17% (n = 200,000). AID 1016;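 active means activation factor of 2 or more at 20 µM, a signal rise over negative controls twice the positive control's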
# Lmaj promast – inhibitors of Leishmania major promastigote growth; Leishmania major promastigotes, resazurin fluorescence viability; inhibition, % at 10 µM; actives 9% (n = 200,000); AID 1063; in the data active means inhibition above about 50%;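 further: promastigotes grown with compound for 44 hours at 28 °C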
# PPARg SRC2 recr – promotes SRC-2 coactivator recruitment by human PPARgamma; PPARgamma LBD-SRC-2 recruitment, biochemical; activation, % at 8 µM; actives 0.34% (n = 200,000); in the data active means activation above about 22%;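 further: 0% = vehicle and 100% = reference agonist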
# PPARg SRC-1 ag – PPARgamma-driven SRC-1 recruitment agonism | actives 0.41% (n = 200,000) | PPARgamma-SRC-1 coactivator recruitment biochemical assay | activation, % at 8 µM; in the data active means activation above about 19%;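 further: 0% = DMSO and 100% = reference agonist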
# ROMK primary – human ROMK K+ channel modulation, primary screen | P48048 | Tet-inducible ROMK, thallium flux fluorescence; actives lie on both sides | B-score at 10 µM | actives 2% (n = 130,000) | AID 1918;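 active means signal ratio slope over the read window, or its plate-corrected B-score, at least 3 SD from the plate mean, either direction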;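 further: B-score of the F/F0 ratio slope over 7 to 12 s after thallium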
# Target sequence (P48048 whole entry, looked up): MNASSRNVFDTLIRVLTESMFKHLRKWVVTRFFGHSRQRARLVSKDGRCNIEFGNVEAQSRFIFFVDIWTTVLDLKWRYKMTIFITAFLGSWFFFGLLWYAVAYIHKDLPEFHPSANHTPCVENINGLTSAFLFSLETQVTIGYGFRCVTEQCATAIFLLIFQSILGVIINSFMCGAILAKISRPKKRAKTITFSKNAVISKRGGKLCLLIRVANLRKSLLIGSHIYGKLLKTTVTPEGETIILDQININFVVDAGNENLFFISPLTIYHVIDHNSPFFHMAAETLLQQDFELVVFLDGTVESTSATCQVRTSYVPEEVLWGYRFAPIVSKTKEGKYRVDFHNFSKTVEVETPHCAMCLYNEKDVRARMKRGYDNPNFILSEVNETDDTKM
# S1P3 antagonist – blocks the human S1P3 receptor. CHO S1P3 NFAT-BLA reporter, FRET fluorescence, antagonist mode. inhibition, % at 4.98 µM. actives 0.27% (n = 170,000);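 active means inhibition above the plate cutoff, the mean inhibition of test wells on that plate plus 3 SD, cut at about 28% in these data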;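 further: cells challenged with S1P at its EC80 of 0.8 µM; blue over green emission ratio from cleaved BLA substrate after 4 h stimulation; 0% = S1P-stimulated wells and 100% = unstimulated DMSO-only wells; some compounds past the cut are filed as inactive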
# Target sequence (Q99500 whole entry, looked up): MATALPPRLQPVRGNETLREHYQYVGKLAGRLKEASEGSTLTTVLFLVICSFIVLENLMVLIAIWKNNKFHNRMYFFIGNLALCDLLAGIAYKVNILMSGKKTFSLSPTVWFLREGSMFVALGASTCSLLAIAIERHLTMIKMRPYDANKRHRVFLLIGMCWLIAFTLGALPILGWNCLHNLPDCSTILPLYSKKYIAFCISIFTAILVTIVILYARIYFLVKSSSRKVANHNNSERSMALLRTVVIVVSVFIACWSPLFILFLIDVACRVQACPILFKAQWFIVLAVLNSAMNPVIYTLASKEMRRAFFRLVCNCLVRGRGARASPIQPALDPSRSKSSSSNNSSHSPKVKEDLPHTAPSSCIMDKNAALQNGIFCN
# Redox H2O2 prof – compounds producing H2O2 with reducing agent – biochemical, NIH compound library profiling, artefact control for MLSCN library redox annotation, primary screen. DTT-dependent redox cycling H2O2, phenol red/HRP absorbance; 100% = 100 µM peroxide control, 0% = buffer. activation, % at 10 µM. actives 0.03% (n = 200,000). AID 878;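 active means activation of at least 50% relative to the plate's high and low controls in the primary single-dose screen; inactive means activation below 50%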;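 further: compound incubated with DTT at 0.8 mM final as the reducing agent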
# SRC2 TRFRET art – TR-FRET artefact, counter-screen to PPARgamma/SRC-2 agonist assay; actives 0.4% (n = 200,000); TR-FRET ratio at 8 µM; stronger effect = higher value; in the data active means TR-FRET ratio above about 2000; further: inactives centre near 1500; reference of the scale not given here
# PPARg SRC-3 ag – promotes SRC-3 coactivator recruitment by human PPARgamma; P37231; biochemical PPARgamma/SRC-3 coactivator recruitment assay; activation, % at 8 µM; actives 0.26% (n = 200,000); AID 731; in the data active means activation above about 23%;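 further: 0% = DMSO and 100% = reference agonist; some compounds past the cut are filed as inactive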
# bIAP inh – intestinal alkaline phosphatase (bovine) inhibition; purified bovine IAP, CDP-star luminescence, 30 min; inhibition, % at 20 µM; 190,000 tested, under 10 active;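 active means over 50% inhibition of intestinal alkaline phosphatase at 20 µM in the single-dose screen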
#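 Assay system: bovine IAP enzyme; medium: DEA buffer 100 mM, pH 9.8, with MgCl2 1.0 mM, ZnCl2 0.02 mM; doses: 20 µM single dose; incubation: enzyme reaction for 30 min at room temperature; detection: CDP-star luminescence signal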
# * marks the source's active call; other numbers are inactive results; / = not tested or not shown.
SMILES,TLR4-MyD88 BLA,bIAP activator,Lmaj promast,PPARg SRC2 recr,PPARg SRC-1 ag,ROMK primary,S1P3 antagonist,Redox H2O2 prof,SRC2 TRFRET art,PPARg SRC-3 ag,bIAP inh
COc1cc2c(cc1NC(=O)CSc1ccccc1)oc1ccccc12,-7.0,0.9,5.1,-2.8,-1.4,-0.465,-4.2,-0.1,1277,-0.8,7.7
COc1ccccc1Cc1nnnn1CC(=O)O,3.2,0.8,-6.0,-0.6,-1.3,/,/,1.3,1324,-1.7,15.2
O=C(NCC(=O)N(CCc1ccccc1)C(C(=O)NC1CCCC1)c1cccnc1)c1ccco1 (stereo not drawn),4.0,1.2,0.6,9.7,7.5,0.248,-21.4,0.7,1425,2.0,-15.3
Cc1csc(SCC(=O)c2c(N)n(C)c(=O)n(C)c2=O)n1,-3.9,0.9,0.1,7.0,0.7,-0.713,/,0.0,1686,12.0,8.8
O=C(Nc1cccc(N2C(=O)C3C4C=CC(C4)C3C2=O)c1)c1cccs1 (stereo not drawn),-10.2,1.1,-3.3,0.5,2.2,0.857,-4.1,-1.0,1436,7.3,-5.2
O=C(C[n+]1ccc(/C=N/O)cc1)N(Cc1ccccc1)Cc1ccccc1,-9.5,0.9,-1.0,1.7,-3.3,-1.9,23.6,-1.8,1477,-1.5,9.9
CCOC(=O)c1cc(CC)sc1NC(=O)Cc1ccccc1,-2.6,0.9,5.8,6.0,0.8,/,/,0.2,1541,0.3,8.5
COc1ccc(C)cc1NC(=O)N1CCC(CO)(CC2CCCCO2)CC1 (stereo not drawn),-9.4,1,5.8,-1.0,-0.5,-0.417,10.3,-1.6,1398,0.6,-2.9
Cc1ccc(S(=O)(=O)Nc2cc3c(C(=O)Nc4ccccc4)c(C)oc3c3ccccc23)cc1,14.7,0.8,60.7*,-3.8,-1.4,/,7.2,0.4,1597,-1.9,20.7
C#CCOCCOCCOCCNc1nc(N2CCN(C(=O)[C@H]([C@@H](C)CC)n3cc([C@@H](N)CO)nn3)CC2)nc(N2CCN(C(=O)[C@H](CCCCN)n3cc([C@@H](N)C(C)CC)nn3)CC2)n1 (stereo partly drawn),0.7,1.2,-1.4,10.7,11.9,/,-21.8,-1.4,1676,-0.8,-17.2
O=C(O)C1CC1C(=O)N1CCN(c2ccc(Cl)c(Cl)c2)CC1 (stereo not drawn),11.0,1,87.8*,-8.1,-0.7,-0.335,/,0.3,1363,0.5,-4.1
COC(=O)c1ccc(COC(=O)CCC(=O)c2cccs2)cc1,-6.5,0.9,-2.8,0.7,-8.0,-0.445,-6.4,-0.6,1562,-6.0,5.7
CC(C)(CNC(=O)/C=C/c1ccc(F)cc1)CNC(=O)/C=C/c1ccc(F)cc1,18.2,0.8,13.5,-1.4,-2.9,/,-5.2,-0.1,1702,3.1,22.5
Cc1cc(C(=O)N/N=C/c2ccc(OC(=O)c3ccccc3Br)cc2)n[nH]1,6.6,0.9,-4.2,-6.2,-3.2,/,-13.3,-0.2,1503,4.0,6.8
O=C(CC1N=C(Cc2ccccc2)NNC1=O)N/N=C/c1ccc([N+](=O)[O-])cc1 (stereo not drawn),-11.6,0.9,-8.4,-0.7,-4.8,0.353,-5.1,-0.2,1616,-2.3,5.8
COC(=O)c1c(NC(=O)CC2SC(N)=NC2=O)sc(C)c1C (stereo not drawn),10.1,1.1,2.4,-3.4,-5.6,0.883,-7.8,-0.2,1609,-4.0,-12.5
O=c1cc(CN2CCN(S(=O)(=O)c3ccccc3)CC2)nc2sccn12,1.2,1,0.9,0.2,-4.9,-0.587,12.7,-0.1,1359,-0.3,1.3
O=C1C(c2ccccc2)SC(=Nc2ccccc2)N1S(=O)(=O)c1ccccc1 (stereo not drawn),7.1,1,-5.7,1.6,2.1,2.71,/,-1.6,1563,8.6,3.4
Cc1noc2ncnc(N3CCCC3)c12,-1.8,1.1,-5.1,9.5,1.8,0.944,1.2,-1.9,1583,1.4,-11.9
CCOc1ccc(-c2n[nH]c(C)c2-c2ccccc2OC)c(O)c1,-19.7,1.1,16.4,8.8,-4.3,-0.173,-14.9,-3.7,1508,9.8,-8.2
CC1(C)Cc2ccccc2C(NNC(=O)c2ccccn2)=N1,6.6,1.6,98.1*,3.2,4.3,-0.624,/,-0.1,1507,-0.7,-56.9
COc1ccc(-n2cnc3c(sc4nc(N5CCOCC5)c5c(c43)CCCC5)c2=O)cc1,3.4,1,87.3*,3.8,-0.6,1.25,-21.4,-0.6,1747,3.7,-3.9
COc1ccc(CSCCNC(=S)Nc2ccccc2)cc1Cl,-1.4,0.7,11.0,4.9,-1.1,-1.77,-8.2,-1.2,1514,2.1,26.4
NS(=O)(=O)c1ccc(CNC(=O)c2scc3c2CCCC3)cc1,-8.7,0.8,10.3,-10.2,-0.3,-0.181,-7.9,-0.6,1493,-0.8,15.9
CCCCOC(=O)c1ccc(NC(C)=O)cc1,-8.4,1,-3.9,9.2,7.3,/,-29.6,0.4,1689,21.5,3.8
Cc1cc(C(=O)CSc2nnc(N)s2)c(C)n1Cc1cccs1,11.1,1,-2.5,4.9,9.0,/,-5.3,0.4,1714,2.1,3.7
O=C1CCCC2=C1C(c1ccc(Cl)cc1)C1C(=O)c3ccccc3C1=N2 (stereo not drawn),-11.0,0.8,57.0*,-1.6,-7.1,/,/,-3.5,1468,-6.4,17.1
O=C(c1ccncc1)N1CCN(C2CCCCC2)CC1,-22.6,0.9,-1.3,2.5,-0.7,0.0119,8.0,-1.1,1661,-1.8,11.8
COc1cc(NC(=O)c2ccccc2F)ccc1NC(=O)c1ccccc1Cl,-10.7,1.1,-2.8,-2.8,-1.4,0.139,-0.6,0.6,1398,-0.4,-7.9
Cn1nccc1C(=O)OCC(=O)Nc1nc(-c2ccccc2)cs1,6.7,0.9,28.3,2.7,1.1,/,-12.3,-2.7,1480,2.5,5.3
Cn1c(NC(=O)C[n+]2cc(-c3ccccc3)n3c2CCC3)cc(=O)n(C)c1=O,-11.9,0.9,-2.2,10.7,10.3,/,-16.2,0.3,1715,2.5,5.6
COc1ccc(Cc2nc(-c3ccc(NC(=O)c4cccnc4)cc3)no2)cc1,5.5,1,-5.9,1.1,5.6,0.679,12.5,0.9,1525,4.4,3.8
COc1ccc(-c2nnn(CC(=O)N(Cc3ccccc3Cl)C(C(=O)NCC3CCCO3)c3ccco3)n2)cc1OC (stereo not drawn),1.9,1.3,7.6,-7.8,-0.6,/,/,1.2,1517,-5.8,-25.2
CCOC(=O)c1[nH]c2ccc(OCC)cc2c1NC(=O)CN1CCCC(C)C1 (stereo not drawn),13.1,1.1,31.1,-2.5,-1.1,-1.22,36.9,-5.2,1517,5.9,-15.0
Cn1cccc1C(C#N)c1ncc(C(F)(F)F)cc1Cl (stereo not drawn),-5.7,1,25.6,0.5,-1.1,-0.154,-4.7,-0.3,1486,-5.0,4.5
O=C1C2CC=CCC2C(=O)N1c1n[nH]c(Cc2ccccc2)n1 (stereo not drawn),-3.8,0.8,1.9,-5.6,6.0,/,-26.0,1.4,1388,-0.1,24.2
CCOC(=O)/C=C1\CC(=O)Nc2nonc2N1,7.3,0.9,-4.8,3.0,-1.7,-0.712,-9.5,4.7,1418,-1.3,6.0
CC(C)(C)c1csc(NC(=O)c2cccs2)n1,3.4,0.9,31.6,4.8,-5.9,-1.43,-2.5,0.8,1440,-8.5,13.7
O=C(Nc1ccc2oc(=O)ccc2c1)c1cccnc1Cl,7.8,1,1.9,-5.4,1.6,/,/,1.9,1409,3.9,-3.3
Cc1cc(=O)n2[nH]c(N)c(N=Nc3ccccc3F)c2n1,-4.1,1,-0.6,-2.7,3.3,/,-0.6,0.0,1531,8.7,2.3

# Just TLR4-MyD88 BLA, PPARg SRC2 recr and bIAP inh, for four of the compounds above:
molecule | TLR4-MyD88 BLA | PPARg SRC2 recr | bIAP inh
O=C(c1ccncc1)N1CCN(C2CCCCC2)CC1 | -22.6 | 2.5 | 11.8
COc1cc(NC(=O)c2ccccc2F)ccc1NC(=O)c1ccccc1Cl | -10.7 | -2.8 | -7.9
Cn1nccc1C(=O)OCC(=O)Nc1nc(-c2ccccc2)cs1 | 6.7 | 2.7 | 5.3
Cn1c(NC(=O)C[n+]2cc(-c3ccccc3)n3c2CCC3)cc(=O)n(C)c1=O | -11.9 | 10.7 | 5.6

# (list continues)
SMILES,TLR4-MyD88 BLA,bIAP activator,Lmaj promast,PPARg SRC2 recr,PPARg SRC-1 ag,ROMK primary,S1P3 antagonist,Redox H2O2 prof,SRC2 TRFRET art,PPARg SRC-3 ag,bIAP inh
Cc1coc2cc3oc(=O)c4c(c3cc12)CCC4,-4.9,0.9,-4.6,0.0,11.5,/,4.3,0.3,1458,-5.3,10.5
O=C(NCCCN1CCN(c2ccccc2F)CC1)C1CCCN(S(=O)(=O)c2cnc[nH]2)C1 (stereo not drawn),10.4,1.2,-2.6,-2.8,-0.5,/,-8.0,-1.1,1430,-3.2,-19.5
CN(C)C(=O)CSc1nc2ccccc2n1Cc1ccccc1,-8.1,1,-0.7,5.5,-0.5,-1.04,-0.6,-0.1,1472,1.0,1.9
CCN(CC)C(=O)CN1C(=O)NC2(CCc3ccccc3C2)C1=O (stereo not drawn),-6.4,1,-3.9,-5.2,6.5,-0.103,-8.1,-0.1,1572,-2.9,4.2
CCOC(=O)C(NC(=O)c1ccccc1)=C(C)C,4.4,0.8,-2.9,1.9,-0.5,-0.446,/,0.2,1739,3.9,16.8
CC(C)CC(=O)N1CCN(S(=O)(=O)c2ccc(Cl)cc2)CC1,-7.9,1,-3.2,8.5,3.1,0.00411,-6.8,-0.4,1683,5.5,2.4
COc1ccc(C2N(C(=O)N3CCOCC3)CCN2S(=O)(=O)c2ccc(C)cc2)cc1 (stereo not drawn),8.1,1,2.7,1.1,-5.4,1.86*,/,0.0,1670,-1.9,-2.6
COC(=O)CNC(=O)C(C)(C)Oc1ccc(Cl)cc1,-7.0,0.9,2.5,2.1,-3.6,1.35,/,0.1,1472,1.4,10.6
O=C(CC(c1ccccc1)c1ccco1)Nc1nccs1 (stereo not drawn),8.8,1,-3.7,7.3,7.7,-0.305,13.4,0.5,1522,2.3,-2.1
CC(=O)N1CCN(c2ccc(NC(=O)/C=C/c3ccccc3)cc2)CC1,-5.9,1.1,7.9,24.0*,8.9,1.37,-4.3,-0.2,1649,5.3,-7.7
O=C(Cc1csc(NC(=O)c2ccc(F)cc2)n1)NO,-7.8,1.2,11.2,3.8,7.2,-1.25,-2.9,-1.2,1570,0.7,-17.4
COC(=O)c1cc2c(ccn2-c2ccc(F)cc2)n1CC(=O)N1CCN(C(=O)c2ccco2)CC1,-0.9,1.1,-0.4,2.8,7.7,0.18,27.4,-0.6,1659,14.8,-9.7
O=C(CSc1nnnn1-c1ccccc1)NCc1cccs1,6.3,0.9,-7.7,3.9,1.8,/,/,2.0,1594,5.6,10.8
O=c1[nH]nc(Cc2ccc3ccccc3n2)c2ccccc12,7.0,0.9,22.4,5.6,-10.8,/,/,-4.0,1537,6.2,11.4
CC(C)C(=O)Nc1cccc(NC(=S)NC(=O)c2ccc(Cl)cc2)c1,4.7,0.9,22.2,-4.7,-2.9,0.461,/,3.5,1563,-6.7,8.1

# Not a hit list; any-hit rate near 11%.
